# Screening results as filed in PubChem BioAssay.
# hERG rescue: hERG rescue from dofetilide block, primary screen, cell-based, CHO-hERG, FluxOR thallium flux, dofetilide IC70; Voltage-gated inwardly rectifying potassium channel KCNH2 (Homo sapiens), Q12809; dofetilide IC70 present; activation (rescue from dofetilide block), less the hit threshold, % at 10 µM; hit rate 0.51% among 310,000;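 active = activation above the mean of controls blocked by dofetilide plus 5 SD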;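 note: thallium influx through hERG after potassium depolarization seen as dye fluorescence rise; in these data hits start at about 4.7%; inactives centre near -7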
# Target sequence (Q12809 whole entry, looked up): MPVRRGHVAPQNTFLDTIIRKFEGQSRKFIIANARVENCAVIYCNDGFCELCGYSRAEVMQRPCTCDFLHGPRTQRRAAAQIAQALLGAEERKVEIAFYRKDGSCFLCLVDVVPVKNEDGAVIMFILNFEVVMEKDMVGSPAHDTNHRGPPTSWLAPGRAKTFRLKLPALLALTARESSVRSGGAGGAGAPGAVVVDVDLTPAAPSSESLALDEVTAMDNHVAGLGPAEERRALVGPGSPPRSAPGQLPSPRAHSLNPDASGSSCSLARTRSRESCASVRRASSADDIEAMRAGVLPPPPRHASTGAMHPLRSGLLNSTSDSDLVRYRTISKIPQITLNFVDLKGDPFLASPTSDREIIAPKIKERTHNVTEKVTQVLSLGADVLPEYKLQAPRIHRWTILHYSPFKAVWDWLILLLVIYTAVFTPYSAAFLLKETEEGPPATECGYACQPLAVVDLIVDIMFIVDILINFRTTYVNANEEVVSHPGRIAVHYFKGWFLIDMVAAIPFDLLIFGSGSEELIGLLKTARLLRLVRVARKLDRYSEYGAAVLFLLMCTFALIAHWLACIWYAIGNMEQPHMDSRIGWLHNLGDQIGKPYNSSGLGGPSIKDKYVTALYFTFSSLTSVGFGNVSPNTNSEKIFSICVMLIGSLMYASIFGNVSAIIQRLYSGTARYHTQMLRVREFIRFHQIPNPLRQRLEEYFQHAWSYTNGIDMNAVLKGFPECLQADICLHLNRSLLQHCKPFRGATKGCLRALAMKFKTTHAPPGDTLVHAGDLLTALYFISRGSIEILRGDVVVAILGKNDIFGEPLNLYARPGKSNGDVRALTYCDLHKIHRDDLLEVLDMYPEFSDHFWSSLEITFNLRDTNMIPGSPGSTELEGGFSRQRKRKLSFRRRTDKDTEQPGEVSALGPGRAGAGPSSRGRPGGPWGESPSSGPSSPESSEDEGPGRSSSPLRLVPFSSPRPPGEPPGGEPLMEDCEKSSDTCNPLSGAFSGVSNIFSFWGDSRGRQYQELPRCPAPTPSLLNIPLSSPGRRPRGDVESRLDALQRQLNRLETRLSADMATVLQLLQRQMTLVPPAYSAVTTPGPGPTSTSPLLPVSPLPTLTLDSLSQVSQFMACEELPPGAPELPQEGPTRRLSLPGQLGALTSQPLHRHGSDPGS
# TRPC4 potent: positive allosteric modulators of TRPC4, primary screen, cell-based, mouse TRPC4beta, HEK293 mu-opioid, Fluo-4 calcium. Short transient receptor potential channel 4 (Mus musculus), Q9QUQ5. DAMGO EC20, Fluo-4 Ca2+ flux; stronger effect = higher value. B-score at 10 µM. hit rate 0.42% among 310,000. AID 2227, 2009;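 active = B-score of calcium response area above 5 SD of library B-scores, with initial fluorescence ratio within 5 SD of library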;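 note: B-score of integrated fluorescence ratio over time as area under calcium response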
# KCNQ1 pot: potentiators or activators of KCNQ1 channel, primary screen, cell-based, thallium flux, high-throughput; B-score at 10 µM; hit rate 0.35% among 310,000; Potassium voltage-gated channel subfamily KQT member 1 (Homo sapiens), P51787; CHO-K1 KCNQ1, thallium flux FluxOR fluorescence; stronger effect = higher value;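 active = fluorescence ratio B-score, a plate-corrected score, at least three library SD, with initial intensity B-score within 5 SD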
#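 Doses: Single concentration per compound, DMSO matched to controls | Test system: KCNQ1-transfected CHO-K1 cells | Timing: 90 min dye loading and 20 min compound exposure, both at room temperature | Measured by: Kinetic FluxOR thallium fluorescence, 10-s 1-Hz baseline, 110-s post-stimulus read | Medium: Assay buffer with matched DMSO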
# Platelet DG rel: inhibitors of platelet dense granule secretion, primary screen, cell-based, MLPCN, human platelets. human platelet-rich plasma, SFLLRN dense granule ATP release, luminescence. inhibition, %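 (compounds screened at 7.5 µM in platelet-rich plasma)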. hit rate 0.22% among 300,000;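 active = mean replicate score, as percent of positive control, at or above 50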
# PolyA inh: polyadenylation inhibitors in yeast reporter cells, primary screen, luminescence, S. cerevisiae; AID 1875, 2009; S. cerevisiae SKY197-pL101 polyadenylation reporter, beta-gal luminescence; efflux-impaired pdr1/pdr3 knockout yeast; score 100 = 6 SD above DMSO; calls only at 12 µM; hit rate 0.02% among 300,000;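 active = lowest replicate activity score at least 50, where 100 means six control SD above control mean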;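 note: yeast exposed to compound for 9 h at 30 °C; higher score means more reporter readthrough which indicates perturbed polyadenylation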
# TRPC4 agonist: activators of mouse TRPC4 channel, primary screen, Fluo4 calcium, HEK293 TRPC4beta/mu-opioid cells | Short transient receptor potential channel 4 (Mus musculus), Q9QUQ5 | Fluo4 calcium fluorescence; stronger effect = higher value | B-score at 10 µM | hit rate 0.49% among 310,000;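 active = B-score above 5 SD of library B-scores, and initial fluorescence ratio not above library mean plus 5 SD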;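 note: positive B-score marks a calcium rise read as TRPC4 activation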
#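 Assay system – TRPC4beta and mu-opioid receptor HEK293 stable cells · Measured by – Fluo4 fluorescence, kinetic · Schedule – dye loading 45 min room temperature, 110 s kinetic read · Read-out – B-scored integrated calcium fluorescence ratio · Controls – buffer and maximal DAMGO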
# KCNK9 inh: KCNK9 potassium channel inhibitors, primary screen, HEK293 cells, thallium flux; Potassium channel subfamily K member 9 (Homo sapiens), Q9NPC2; FluxOR thallium flux fluorescence; stronger effect = lower value; B-score at 10 µM; hit rate 1.2% among 310,000;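 active = ratio B-score over 3 SD below the library mean, with starting fluorescence within 5 SD of its mean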;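 note: negative B-score means less thallium flux so channel inhibition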
# TRPC4 block: inhibitors of mouse TRPC4 channel, primary screen, Fluo4 calcium, HEK293 TRPC4beta/mu-opioid cells. AID 2247, 2010. B-score at 10 µM. Short transient receptor potential channel 4 (Mus musculus), Q9QUQ5. hit rate 0.39% among 300,000. DAMGO-evoked Fluo4 calcium flux; stronger effect = lower value;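 active = B-score over 3 SD under the library average, no early fluorescence shift, positive overall ratio signal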
#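 Assay system: Stable TRPC4beta/mu-opioid receptor HEK293 cells | Reagent: DAMGO in two steps, submaximal then maximal | Compound dosing: Single concentration per test compound | Signal: Fluo4 Ca2+ flux fluorescence | Evaluation: Per-well B score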
# DYRK1A inh: rat Dyrk1A kinase inhibitors, primary screen, biochemical, single point, plate reader. inhibition, % at 12.5 µM. hit rate 0.43% among 310,000. AID 504441, 2011. ADP-Glo luminescence, NFATc1 peptide. Dual specificity tyrosine-phosphorylation-regulated kinase 1A (Rattus norvegicus), Q63470; in the data active = inhibition above about 50%;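 note: plate controls were vehicle with enzyme for no effect and no enzyme for full effect; many of its hits are not listed in these tables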
# KCNQ1 block: inhibitors of human KCNQ1 channel, primary screen, cell-based, thallium flux, high-throughput; Potassium voltage-gated channel subfamily KQT member 1 (Homo sapiens), P51787; CHO-K1 KCNQ1, FluxOR thallium flux fluorescence; stronger effect = higher value; B-score at 10 µM; hit rate 1.3% among 310,000; AID 2642, 2010;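 active = compounds whose thallium flux B-score, printed positive for inhibition, exceeds three library SD while starting fluorescence stays within three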;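 note: channel opened by potassium depolarization with thallium stimulus after 20 min compound exposure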
# KCNK3 inh: human KCNK3 channel inhibitors, primary screen, CHO cells, FluxOR thallium flux, B-score; FluxOR fluorescence; stronger effect = lower value; B-score at 10 µM; hit rate 0.84% among 340,000; Potassium channel subfamily K member 3 (Homo sapiens), O14649;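 active = B-score under library mean minus 4 SD, starting fluorescence ratio at most library mean plus 5 SD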;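 note: more negative B-score means stronger inhibition of thallium flux through KCNK3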
# * hit, by the source's call; i = inactive; x = no result given. These rows are one share of the data; the hit share may differ from the screen's.
mol | PolyA inh | TRPC4 block | KCNK3 inh | Platelet DG rel | TRPC4 agonist | KCNQ1 block | KCNQ1 pot | TRPC4 potent | DYRK1A inh | KCNK9 inh | hERG rescue
CCOc1ccc(-c2cccc(NC(=O)COc3ccccc3)c2)nn1 | i | i | i | -2 | i | i | i | i | x | i | -9
COc1ccc(N(CC(=O)O)S(C)(=O)=O)cc1OC | i | i | i | -1 | i | i | i | i | -3 | i | -6
O=[N+]([O-])c1ccc(Sc2nccn2Cc2ccccc2)c([N+](=O)[O-])c1 | x | i | i | 4 | i | i | i | i | 2 | i | -6
CCn1c(SCC(=O)Nc2ccccc2Cl)nnc1C1CC1 | i | i | i | 0 | i | i | i | i | 1 | i | -1
Cc1ccc(CNC(=O)Cn2ncn3cccc3c2=O)cc1 | i | i | i | 0 | i | i | i | i | 0 | i | -8
CCCCC(CCC(=O)O)(C(=O)OCC)c1csc(Nc2ccc(C)cc2)n1 (stereo not given) | i | i | i | -7 | i | i | i | i | -4 | i | -10
O=C(Nc1nccs1)C1CC=CCC1 (stereo not given) | i | i | i | 4 | i | i | i | i | 6 | i | -6
Cc1ccc(SCc2cn3ccccc3n2)cc1 | i | i | i | -27 | i | i | i | i | 1 | i | -9
O=C(Nc1cccc(Cl)c1)NC1CCS(=O)(=O)C1 (stereo not given) | i | i | i | -20 | i | i | i | i | 9 | i | -9
C=CCN1C(=O)C2(OCCCO2)c2cc(C)ccc21 | i | i | i | 3 | i | i | i | i | 8 | i | -4
CCCc1nnc(NC(=O)C2CC(=O)N(CCc3ccc(F)cc3)C2)s1 (stereo not given) | i | i | i | 2 | i | i | i | i | 0 | i | -6
CCCCn1nc(C(=O)O)ccc1=O | i | i | i | 0 | i | i | i | i | 0 | i | -9
CCc1nnc2sc(-c3ccc(NC(=O)c4ccc5c(c4)OCCO5)cc3)nn12 | i | i | i | 6 | i | i | i | i | -1 | i | -6
O=C(Nc1nc2ccccc2s1)c1c(F)cccc1Cl | i | i | i | -1 | i | i | i | i | 15 | i | -11
CCCCc1ccc(NS(=O)(=O)c2c(C)n(C)c(=O)n(C)c2=O)cc1 | i | i | i | -2 | i | i | i | i | 4 | i | -9
Cc1ccccc1Nc1nc(N)nc(CSc2nc3ccccc3s2)n1 | i | i | i | 3 | i | i | i | i | 2 | i | -11
O=C(O)CN1CCCC1=Nc1ccccc1 | i | i | i | 0 | i | i | i | i | 1 | i | -5
CC(C)COP(=O)(c1ccc(N(C)C)cc1)C(O)c1ccc(Br)cc1 (stereo not given) | i | i | i | 5 | i | i | i | i | 2 | i | -7
CCOC(=O)c1c(CSc2ccccc2)n(C)c2ccc(O)c(CN3CCN(C)CC3)c12 | i | i | i | 7 | i | i | i | i | 5 | i | -12
COc1ccc(CCNC(=O)COc2ccc(C)nc2[N+](=O)[O-])cc1OC | i | i | i | -34 | i | i | i | i | 9 | i | -6
Cc1nn(C)c(C)c1NC(=O)c1ccnn1C | i | i | i | 4 | i | i | i | i | 0 | i | -5
CN(C)C(=O)Cn1cc(S(=O)(=O)Cc2ccccc2)c2ccccc21 | i | i | i | 3 | i | i | i | i | 0 | i | -4
O=C(N/N=C/c1ccco1)c1ccc(N2CCCC2=O)cc1 | i | i | i | -7 | i | i | i | i | 4 | i | -10
CC(C)(C)NS(=O)(=O)c1ccc(CCC(=O)NCc2cccnc2)cc1 | i | i | i | -7 | i | i | i | i | 3 | i | -8
Cc1noc(C)c1NC(=O)NCCN1CCN(Cc2ccccc2)CC1 | i | i | i | -6 | i | i | i | i | x | i | -4
O=C(Nc1ccc(OCC(F)(F)C(F)F)c(C(F)(F)F)c1)c1ccc(Cl)cc1 | i | i | i | 0 | i | i | i | i | 2 | i | -9
O=C(NCCOCCOCCNC(=O)c1cccnc1)c1cccnc1 | i | i | i | 6 | i | i | i | i | 3 | i | -3
C=CCn1c(SCC(=O)c2c(N)n(C)c(=O)n(C)c2=O)nnc1-c1ccncc1 | i | i | i | 11 | i | i | i | i | 2 | i | 1
Cc1cc(S(=O)(=O)NCc2ccc(N3CCN(C)CC3)cc2)c(C)s1 | i | i | i | -7 | i | i | i | i | x | i | -10
CN(C)CCNS(=O)(=O)c1ccc(N2CCc3ccccc32)c([N+](=O)[O-])c1 | i | i | i | 3 | i | i | i | i | 5 | i | -3
O=C(CN1CCN(S(=O)(=O)c2ccc(Br)cc2)CC1)N/N=C/c1ccncc1 | i | i | i | 2 | i | i | i | 15* | -1 | i | -9
CC(Sc1nnc(-c2cccs2)n1-c1ccccc1)C(=O)NCc1ccco1 (stereo not given) | i | i | i | 9 | i | i | i | i | 1 | i | -8
CC1=C(C(=O)Nc2ccccc2)C(c2cccs2)C(C#N)=C(SCC#N)N1 (stereo not given) | i | i | i | -5 | i | i | i | i | -5 | i | -4
c1cc(Nc2ncnc3sc4c(c23)CCC4)ccn1 | i | i | i | 3 | i | i | i | i | 25 | i | -12
COc1ccc(NC(=S)N2CCN(S(C)(=O)=O)CC2)cc1 | i | i | i | -6 | i | i | i | i | 1 | i | -7
COc1ccc2c(c1)C(=O)N(c1ccc(C)cc1)C(=O)C2 | i | i | i | -2 | i | i | i | i | 0 | i | -4
CCn1cc(CCC(=O)NCc2ccc(F)cc2)c2ccccc21 | i | i | i | 4 | i | i | i | i | -1 | i | -6
O=C(c1cc2nc(-c3ccco3)cc(C(F)(F)F)n2n1)N1CCN(c2ccccn2)CC1 | i | i | i | -4 | i | i | i | i | -2 | i | -19
Cc1cc2c(cc1S(=O)(=O)NC1CCCCC1C)OCC(=O)N2 (stereo not given) | i | i | i | -1 | i | i | i | i | -2 | i | -3
Cc1ccc(S(=O)(=O)NC(C)C(=O)N2CCOCCOCCOCC2)cc1 (stereo not given) | i | i | i | 2 | i | i | i | i | -5 | i | -4
O=C(CCn1c(=O)sc2ccccc21)Nc1ccon1 | i | i | i | 4 | i | i | i | i | 8 | i | 1
COC(=O)c1ccc(/C=C2/SC(=S)N(CCC(=O)N3CCOCC3)C2=O)cc1 | i | i | i | 2 | i | i | i | i | -9 | i | -2
Cc1ccc(S(=O)(=O)N2C(=O)[C@@H]3Cc4ccccc4CN3C2=O)cc1 | i | i | i | 9 | i | i | i | i | 2 | i | -7
OCCNCCCCOc1ccccc1F | i | i | i | 8 | i | i | i | i | -9 | i | -9
FC(F)(F)c1nnc2sc(-c3ccco3)nn12 | i | i | i | 0 | i | i | i | i | 2 | i | -8
CC(C)c1nnc(NC(=O)C2CCN(S(=O)(=O)c3ccc(-n4cnnn4)cc3)CC2)s1 | i | i | i | -2 | i | i | i | i | -1 | i | -14
O=C(COc1ccccc1[N+](=O)[O-])N/N=C/c1cccs1 | i | i | i | 0 | i | i | i | i | -1 | i | -5
Brc1ccc(-c2csc(N3CCOCC3)n2)cc1 | i | i | i | 5 | i | i | i | i | x | i | -9
COc1ccccc1CNC(=O)N[C@@H](Cc1ccccc1)C(=O)O | i | i | i | 0 | i | i | i | i | 5 | i | -5
O=c1c2ccccc2nnn1CSc1nc2ccccc2c(=O)n1CCCO | i | i | i | 0 | i | i | i | i | x | i | -16

# New compounds follow.
mol | PolyA inh | TRPC4 block | KCNK3 inh | Platelet DG rel | TRPC4 agonist | KCNQ1 block | KCNQ1 pot | TRPC4 potent | DYRK1A inh | KCNK9 inh | hERG rescue
COc1ccc(/C=C/C(=O)OCc2cccc([N+](=O)[O-])c2)cc1 | i | i | -9.6* | -2 | i | i | i | i | -4 | i | -24
O=C(CCn1c(=O)oc2ccccc21)Nc1nc2ccccc2s1 | i | i | i | 0 | i | i | i | i | 2 | -7.2* | -11
CC(C)OC(=O)COc1ccc(-c2ccccc2)cc1 | i | i | -11* | 3 | i | i | i | i | -1 | -9.2* | -5
CC1(C)C2CC[C@]1(C)C(=O)N(CCCCN1CCN(c3ccccn3)CC1)C2=O | i | i | i | 5 | i | i | i | i | -4 | i | -2
O=C(NCC1CCCO1)c1cc(S(=O)(=O)N2CCCC2)c(Cl)cc1Cl (stereo not given) | i | i | i | 3 | i | i | i | i | -5 | i | -8
O=C(CNC(=O)c1sc2ccccc2c1Cl)NC1CC1 | i | i | i | 1 | i | i | i | i | -1 | i | -10
COc1ccccc1N1CCN(c2nc3c(C)cccn3c(=O)c2C=O)CC1 | i | i | i | 11 | i | i | i | i | 15 | i | -25
O=C(CCNC(=O)Cn1ccc2ccccc2c1=O)NCCCN1CCN(c2ccc(F)cc2)CC1 | i | i | i | -1 | i | i | i | i | 1 | i | -5
CCC(c1nnnn1Cc1ccc(OC)cc1)N(CCCO)Cc1cc2cc3c(cc2[nH]c1=O)OCO3 (stereo not given) | i | i | i | -5 | i | i | i | i | 3 | i | -13
Fc1ccc(Nc2nc(Oc3ccc4c(c3)OCO4)nc(N3CCOCC3)n2)c(F)c1 | i | i | i | -3 | i | i | i | i | -1 | i | -6
CN(c1ccc(C(=O)NCC2CCCO2)cc1)S(=O)(=O)c1ccccc1 (stereo not given) | i | i | i | 27 | i | i | i | i | 4 | i | -11
CCC(C(=O)OC)n1cnc2scc(-c3ccc(C)c(C)c3)c2c1=O (stereo not given) | i | i | i | -4 | i | 7* | i | i | x | i | -6
CCOCCCNC(=O)c1c[nH]c2ccc(C)cc2c1=O | i | i | i | -8 | i | i | i | i | 1 | i | -11
O=C(CSc1nnc(Cc2ccccc2)n1-c1ccc(F)cc1)N1CCOCC1 | i | i | i | -4 | i | i | i | i | 10 | i | -5
CC(=O)N1CCN(C(=O)c2ccco2)CC1 | i | i | i | -4 | i | i | i | i | -1 | i | -2
CC1CCN(CC(=O)Nc2ccc(N3CCCCCC3)cc2)CC1 | i | i | i | -2 | i | i | i | i | -1 | i | -14
